High-throughput results from PubChem.
Pf growth 96h: inhibits malaria parasite growth, 96 h; P. falciparum luciferase reporter growth, 96 h; Potency, µM (highest dose often 28.7 µM), for the others: top-dose activity change, negative = inhibition, most hits filed as inhibitors; hit rate 6.9% among 320,000; AID 504834
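Two-generation exposure (96 h) targets delayed-death phenotype. Reporter parasites carrying integrated firefly luciferase, in red cells at 2% hematocrit and 0.05% parasitemia final, kept at 37 C, 5% CO2; luminescence loss indicates inhibition.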
Pf growth 48h: P. falciparum growth inhibition at 48 hours (one generation); P. falciparum luciferase growth in erythrocytes, 48 h; Potency, µM (top dose mostly 28.7 µM), for the others: at the top dose activity change, negative = inhibition, usual class: inhibitors; hit rate 5.9% among 310,000
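First compound was added to culture medium, then infected red cells at 0.1% parasitemia and 2% hematocrit (final). After incubation at 37 C under 5% CO2, luciferase detection reagent was dispensed and light output recorded.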
LmPK inh: LmPK (Leishmania mexicana) enzyme inhibition; Q27686; purified LmPK, Kinase-Glo ATP luminescence, 1 h; Potency, µM (top dose mostly 57.5 µM), inactives show top-dose activity change, negative = inhibition, hits mostly inhibitors; hit rate 0.37% among 290,000
Target sequence (Q27686 whole entry, looked up): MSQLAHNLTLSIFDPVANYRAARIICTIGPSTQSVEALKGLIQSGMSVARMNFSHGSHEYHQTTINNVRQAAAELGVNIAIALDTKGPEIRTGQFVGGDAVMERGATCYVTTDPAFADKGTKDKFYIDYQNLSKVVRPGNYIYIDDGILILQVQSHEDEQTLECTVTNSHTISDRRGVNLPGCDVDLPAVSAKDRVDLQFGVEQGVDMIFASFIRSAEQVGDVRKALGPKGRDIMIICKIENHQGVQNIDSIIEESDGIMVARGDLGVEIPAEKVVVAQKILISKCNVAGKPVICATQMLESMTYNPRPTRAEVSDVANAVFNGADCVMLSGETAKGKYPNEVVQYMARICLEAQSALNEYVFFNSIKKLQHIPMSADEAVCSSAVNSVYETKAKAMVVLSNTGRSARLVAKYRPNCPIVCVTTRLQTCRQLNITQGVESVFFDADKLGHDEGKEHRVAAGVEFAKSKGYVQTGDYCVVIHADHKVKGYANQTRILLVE
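In 50 mM imidazole pH 7.2 with 7 mM MgCl2, LmPK (0.1 nM) turned over PEP (0.5 mM) and ADP (0.1 mM) for 1 h at room temperature. Luciferase read-out of ATP.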
HCV inh: HCV inhibition | Huh7.5.1 HCVcc-Cre infection, luciferase reporter, 44 h | hit rate 3.4% among 340,000 | Potency, µM (top dose mostly 41.8 µM), inactives show at the top dose activity change, negative = inhibition, usual class: inhibitors
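Antiviral activity was scored by luciferase reporter output from cells infected with HCVcc-Cre (~0.5 moi) in presence of compound, 44 h infection period, cells seeded 1,000/well 4 h prior.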
Sm TGR inh: blocks Schistosoma mansoni thioredoxin glutathione reductase. Potency, µM (titrated, usually from 114 µM), without a hit: top-dose activity change, negative = inhibition, most hits filed as inhibitors. Q962Y6. purified TGR, DTNB reduction, TNB absorbance 405 nm. hit rate 3% among 360,000; also: nearly all actives have a fitted effect of over 60% in size
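TGR 20 nM + NADPH 100 uM (dispensed conc.), cpd preinc 15 min RT; start with NADPH (500 uM addition) then DTNB (15 mM addition). Kinetic TNB absorbance, 405 nm filter. Four-parameter Hill fit across titration.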
Tb PYK inh: inhibitors of Trypanosoma brucei pyruvate kinase | Q57TT1 | TbPYK enzyme, Kinase-Glo Plus ATP luminescence, 45 min | Potency, µM (titrated, usually from 76.8 µM), for the others: at the top dose activity, negative = inhibition, most hits filed as inhibitors | hit rate 0.12% among 410,000 | AID 624173; also: nearly all actives have a fitted effect of over 50% in size
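ADP (130 uM final) triggers the TbPYK reaction after compound addition; incubation is 45 min at room temperature. Kinase-Glo Plus is then added and luminescence imaged. Normalized data are fitted to concentration-effect curves.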
* = called active by the depositor; ? = inconclusive; nt = not tested or not shown; & = joins results of further samples; [ ] = dose if it differs, or a comment. Calls follow the shape of the dose curve; as a rule, active = well fitted curve in the direction sought with a large enough effect; inconclusive = small, poorly fitted or top-dose-only effect, or another doubt; inactive = no such curve, though single readings can be large; an effect the other way counts as inactive or inconclusive. % is scaled to controls: 0 for no effect and ±100 for the full control effect; potency is read from the fitted curve at half-maximal effect. No enrichment for hits; any-hit rate near 16%.

SMILES	Pf growth 96h	Pf growth 48h	LmPK inh	HCV inh	Sm TGR inh	Tb PYK inh
O=S(=O)(O)c1cc(O)c2c(O)c(N=Nc3cc(Cl)ccc3O)c(S(=O)(=O)O)cc2c1	2%	-6%	-2%	-21%	-31%	?
c1ccc(C2(CN3CCNC[C@H]3Cc3cccc4ccccc34)CC2)cc1	?	?	nt	?	-19%	6%
C/C(CC(=O)Nc1cc(Cl)ccc1Cl)=N\NC(N)=S	?	?	-7%	?	4%	-12%
COc1cc(/C=N/n2cnnc2)ccc1OC(=O)c1ccco1	6%	7%	3%	10%	5%	0%
COc1cc(/C=N/NC(=O)c2ccncc2)c([N+](=O)[O-])cc1OC	-5%	-1%	-1%	-2%	33%	3%
CCCCc1nc(C(N)=O)c2[nH]c(=O)n(-c3ccc(OC)cc3OC)c2n1	-16%	10%	-4%	-9%	-10%	0%
c1ccc(-c2noc(CN3CCOCC3)n2)cc1	?	-21%	-4%	13%	-9%	-3%
COc1cccc(OCc2cc(C(=O)NC(C)c3cnn(C)c3C)no2)c1 (configuration not stated)	?	4%	2%	?	-12%	13%
O=C(Cn1cnc2ccccc2c1=O)NCC1COc2ccccc2O1 (configuration not stated)	nt	18%	8%	-2%	-10%	0%
COc1ccc(N(C(C)C(=O)N/N=C/c2ccc(OC)c(OC)c2)S(C)(=O)=O)cc1 (configuration not stated)	?	6%	7%	24%	-2%	1%
Cc1ccc2[nH]c3c(c2c1)CCCC3NC(=O)CCl (configuration not stated)	13µM*	2.3µM*	-1%	?	45µM*	-3%
O=S(=O)(NCCN1CCCC1)c1ccc(Br)cc1	-23%	8%	0%	5%	-3%	2%
COCCN1C2=C(C(=O)CC(C)(C)C2)C(c2ccc(O)c(OC)c2)C2=C1CC(C)(C)CC2=O	-21%	131%[activator]	2%	7%	-17%	2%
OC(COC(c1ccc(Cl)cc1)c1ccc(Cl)cc1)CN1CCc2ccccc2C1 (configuration not stated)	2.6µM*	?	5%	13µM*	3%	-6%
CCc1nc(SCC(=O)c2cc(C)ccc2C)n[nH]1	12%	8%	7%	-1%	0%	?
COc1ccc(-c2cc(C(F)(F)F)nc(S(=O)(=O)CCCC(=O)Nc3cccnc3Cl)n2)cc1OC	-9%	12µM*	3%	?	?	-10%
CC(=O)Nc1ccc(C(=O)/C=C/c2ccco2)cc1	33%[activator]	24%	1%	36%[activator]	8.9µM*	-17%
O=C1CCc2cc(S(=O)(=O)NC(Cc3ccccc3)C(=O)NC3CCCCC3)ccc2N1 (configuration not stated)	?	nt	0%	nt	0%	nt
O=C(O)c1cc2nc(-c3ccccc3)cc(C(F)(F)F)n2n1	nt	10%	6%	11%	-17%	-9%
CC1(C)C(C#N)=C(N)OC2=C1C(=O)CCC2	?	nt	10%	25%	-3%[11.4 µM]	2%
O=S(=O)(c1ccc2ccccc2c1)N1CCN(S(=O)(=O)N2CCOCC2)CC1	?	2%	1%	8%	-31%	-2%
CC(C)(C)c1ccc(/C=N/N2CCN(c3ccccn3)CC2)cc1	13%	?	1%	-19%	-2%	-4%
COc1ccc(OC)c(NC(=O)CN2C(=O)C(=O)N(Cc3ccccc3)C2=O)c1	11%	-3%	nt	5%	-21%	-6%
CCn1c(N)c(C(=O)NCCCOC)sc1=S	?	6%	1%	11%	11%	-22%
O=C(Nc1ccc(N2CCOCC2)cc1)C1CCCCC1	40%[activator]	21%	-10%	-6%	4%	-2%
CSc1c(-c2ccccn2)c(N)nn1C(=O)C1CCC1	44%[activator]	39%[activator]	0%	-15%	-6%	-1%
COc1cc(NC(=S)NCCC(c2ccccc2)c2ccccc2)cc(OC)c1	?	13µM*	-2%	22µM*	0%	7%
CCOCCCNS(=O)(=O)c1ccc(NC(=O)C2CC(=O)N(c3ccc(C)cc3)C2)cc1 (configuration not stated)	?	-20%	1%	?	2%	-8%
O=C(NCCNC1CCN(Cc2ccccc2)CC1)c1cccs1	?	nt	-3%	nt	-10%	nt
COC(=O)c1cc(S(=O)(=O)NCCc2ccc(SC)cc2)c[nH]1	14%	25%	8%	?	-11%	0%
COc1ccccc1NC(=S)NC(C)=O	?	-17%	3%	-16%	-6%	1%
CC(C)(C)OC(=O)Nc1ccc([C@@H](NC(=O)OC(C)(C)C)C(=O)OC(C)(C)C)cc1	?	2.1µM*	nt	13%	1%	-11%
Cc1ccc(/C=C2\SC(=S)N(CCCC(=O)N3CCOCC3)C2=O)cc1	-21%	13µM*	-5%	2%	0%	-7%
CC(C)=C1SC(N2CCN(c3ccc(C)c(Cl)c3)CC2)=NC1=O	0%	-14%	5%	6%	0%	-21%
O=C(CSC1=NS(=O)(=O)c2ccccc2N1)Nc1ccc(F)cc1	20%	6%	nt	30%[activator]	-8%	0%
CCN(CC)S(=O)(=O)c1cccc(-c2cn3cc(C)ccc3n2)c1	nt	33%[activator]	2%	?	-1%	5%

Continued; the last five above are carried over.
SMILES	Pf growth 96h	Pf growth 48h	LmPK inh	HCV inh	Sm TGR inh	Tb PYK inh
CC(C)(C)OC(=O)Nc1ccc([C@@H](NC(=O)OC(C)(C)C)C(=O)OC(C)(C)C)cc1	?	2.1µM*	nt	13%	1%	-11%
Cc1ccc(/C=C2\SC(=S)N(CCCC(=O)N3CCOCC3)C2=O)cc1	-21%	13µM*	-5%	2%	0%	-7%
CC(C)=C1SC(N2CCN(c3ccc(C)c(Cl)c3)CC2)=NC1=O	0%	-14%	5%	6%	0%	-21%
O=C(CSC1=NS(=O)(=O)c2ccccc2N1)Nc1ccc(F)cc1	20%	6%	nt	30%[activator]	-8%	0%
CCN(CC)S(=O)(=O)c1cccc(-c2cn3cc(C)ccc3n2)c1	nt	33%[activator]	2%	?	-1%	5%
CN1CCN(C(=O)N2CCNC2=O)CC1	76%[activator][5.75 µM]	20%	-7%	8%	5%	-3%
O=C(COC(=O)C1CC(=O)N(Cc2ccccc2)C1)Nc1ccccc1F (configuration not stated)	?	13%	8%	18%	-1%	0%
CCCCn1c(N)c(Sc2ccccc2[N+](=O)[O-])c(=O)[nH]c1=O	-21%	-29%	3%	-5%	-1%	31%
Cc1cccc(NC(=O)Cn2nc([N+](=O)[O-])c(Br)c2C)n1	?	6%	-9%	29%	-3%	2%
COc1nc(OC)nc(N2CCC(C(=O)NC3CC3)CC2)n1	?	-2%	8%	13%	0%	0%
CCOCCn1c(CCCO)nc2ccccc21	32%[activator]	10%	-1%	17%	0%	0%
COc1ccc(S(=O)(=O)CCC(=O)NCCc2cccc(C)c2)cc1	?	nt	5%	10%	0%	-1%
O=C(Nc1ccc(S(=O)(=O)Nc2nccs2)cc1)C1=NN(c2ccccc2)C(=O)CC1	?	?	2%	8%	-1%	2%
CC(=O)NS(=O)(=O)c1ccc(N)cc1	-13%&11%&-1%	-4%&3%&8%	6%	-9%[8.37 µM]	7%&6%	-6%&-2%&-4%
Cc1ccc(-n2c(Cc3cccn3C)nnc2SCC(=O)Nc2ccc3c(c2)OCO3)cc1	?	15µM*	4%	-20%	-20%	4%
CCN(CC(=O)NCc1ccc(F)cc1)CC(=O)Nc1ccc(S(=O)(=O)N2CCCC2)cc1	?	?	4%	-20%	1%	6%
Nc1[nH][nH]c(=O)c1N=Nc1ccc2c(c1)OCO2	173%[activator]	111%[activator]	?	10%	-17%	-16%
O=C(CSc1n[nH]c(-c2ccccc2)n1)c1ccc(O)c(O)c1	?	13%	8%	?	3%	-11%
CCn1c(-c2csc3c2CCCC3)n[nH]c1=S	-12%	-7%	?	12%	-7%	?
NC1=NC(=O)/C(=C/c2cc(Br)c(O)c(Br)c2)S1	?	5%	1%	-7%	-19%	-28%
CCCN1C(=O)c2cc(C(=O)Nc3ccccc3OC)ccc2C1Nc1ccccc1OC (configuration not stated)	?	10µM*	4%	11µM*	6%	0%
CC1(C)Cc2cccc(OCC(=O)OCC(=O)NCc3ccccc3)c2O1	-4%	5%	0%	nt	-28%	-9%
O=[N+]([O-])c1ccccc1S(=O)(=O)Nc1ncccn1	4%	2%	1%	15%	-11%	5%
O=C(Cc1ccccc1)NN1C(=O)/C(=C/c2ccccc2C(=O)O)SC1=S	12µM*	37%[activator]	10%	2%	5%	4%
NC(=O)C1CCN(S(=O)(=O)c2cccc(S(=O)(=O)N3CCCCC3)c2)CC1	-20%	16%	4%	-18%	0%	0%
CCCn1nnnc1NCc1cccc(OC)c1OC	-9%	4%	1%	1%	3%	6%
CCCCC/C(=N\O)c1c[nH]c2ccccc12	?	10%	-2%	12%	4%	4%
O=C(CSc1ncn[nH]1)c1ccco1	-28%	1%	13%	12%	?	-7%
COc1ccc(NC2CCCN(C(=O)c3csc(C(C)C)n3)C2)cc1 (configuration not stated)	?	26%	5%	3%	-1%	-10%

Random excerpt: 4 compounds from above
SMILES	Pf growth 96h	Pf growth 48h	LmPK inh	HCV inh	Sm TGR inh	Tb PYK inh
CCCCC/C(=N\O)c1c[nH]c2ccccc12	?	10%	-2%	12%	4%	4%
NC(=O)C1CCN(S(=O)(=O)c2cccc(S(=O)(=O)N3CCCCC3)c2)CC1	-20%	16%	4%	-18%	0%	0%
CCCN1C(=O)c2cc(C(=O)Nc3ccccc3OC)ccc2C1Nc1ccccc1OC (configuration not stated)	?	10µM*	4%	11µM*	6%	0%
O=C(CSc1n[nH]c(-c2ccccc2)n1)c1ccc(O)c(O)c1	?	13%	8%	?	3%	-11%
